# Cneo AK release: Cryptococcus neoformans cell lysis inducers, primary screen, AK release luminescence, single concentration; C. neoformans lysis, adenylate kinase release luminescence, 4 h; normalised: neutral wells 0, clomiphene wells 100; lysis activity, % at 15 µM; 0.2% of 360,000 active;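 active = mean lysis activity across replicates of at least 80%, whatever share of replicates individually reach that level; inactive = mean lysis activity below 80%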
#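 Assay system: C. neoformans cells. Amount: yeast cell density of 5 × 10^6 cells/mL. Technique: AK luminescence. Buffer or medium: YPD. Times: static 4 h at 37 °C with compound, 1 h detection. Dosing: single-point compound dose. Read-out: lysis from increased AK signal.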
# ERAP1 HTS inh: human ERAP1 aminopeptidase inhibitors, primary screen, biochemical, single point, plate reader; Endoplasmic reticulum aminopeptidase 1 (Homo sapiens), Q9NZ08; recombinant ERAP1, Leu-AMC fluorescence, 60 min; 0.15% of 340,000 active; inhibition, % at 10.7 µM; AID 652197, 2013;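 active = mean replicate inhibition of at least 30%, or all replicates individually reaching that 30% level; inactive = mean below 30% and not every replicate reaching it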;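 note: 0% = neutral control wells and 100% = L-leucinethiol positive control wells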
# LGR2 antag: inhibitors of bursicon-induced LGR2 CRE-luciferase signal, primary screen, cell-based, HEK293, CRE-luciferase reporter, bursicon stimulation | Drosophila bursicon receptor LGR2 (rickets) | bursicon-stimulated, 4 h | inhibition, % at 9.99 µM | 0.35% of 380,000 active | AID 720647, 2013;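 active = drop in luminescence signal, shown as inhibition above about 50% in the replicate tests, limit read from the data, passing the limit was not always enough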;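 note: agonist challenge used bursicon conditioned medium at about half maximal strength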
# SIRT5 inh: SIRT5 desuccinylase inhibitors, primary screen, biochemical, fluorescence imaging, single point, set 5. NAD-dependent protein deacylase sirtuin-5, mitochondrial (Homo sapiens), Q9NXA8. Purified SirT5, succinyl-peptide AMC, trypsin-coupled fluorescence. inhibition, % at 15 µM. 1.1% of 330,000 active. AID 652115, 2013; in the data active = inhibition above about 15%
# Target sequence (Q9NXA8 whole entry, looked up): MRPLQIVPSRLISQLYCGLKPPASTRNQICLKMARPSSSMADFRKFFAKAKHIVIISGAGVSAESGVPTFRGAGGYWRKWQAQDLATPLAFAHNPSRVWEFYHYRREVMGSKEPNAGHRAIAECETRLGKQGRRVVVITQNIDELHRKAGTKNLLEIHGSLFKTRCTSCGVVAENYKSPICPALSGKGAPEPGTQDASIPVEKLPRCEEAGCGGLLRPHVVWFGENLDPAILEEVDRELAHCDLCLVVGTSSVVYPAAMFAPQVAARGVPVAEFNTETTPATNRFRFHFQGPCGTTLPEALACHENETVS
# S100A4 MyoIIA: inhibitors of S100A4-myosin IIA peptide binding, primary screen, biochemical, fluorescence polarization, TAMRA-MyoIIA peptide; Protein S100-A4 (Homo sapiens), P26447; inhibition, % at 10.7 µM; 0.14% of 360,000 active; AID 652163, 2013;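 active = mean inhibition of at least 70% across replicates, with every replicate also reaching that level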
# Target sequence (P26447 whole entry, looked up): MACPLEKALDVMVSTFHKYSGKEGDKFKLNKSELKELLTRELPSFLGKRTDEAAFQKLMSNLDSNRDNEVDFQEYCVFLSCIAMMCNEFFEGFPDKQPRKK
#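 Compound dosing: one dose per compound; test system: human S100A4 monomer with TAMRA-labelled myosin IIA peptide; probe or stimulus: TAMRA-labelled myosin IIA heavy-chain peptide probe, 5 nM; medium: HEPES buffer with Ca2+, pH 7.2; schedule: 5 min incubation before reading; benchmarks: neutral control DMSO, positive control TFP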
# XiGFP reactiv: activators of inactive X chromosome reactivation, primary screen, imaging, XiGFP fibroblasts, GFP high-content imaging, set 2 | XiGFP mouse fibroblasts, % GFP-positive cells imaging, 3 d; cells co-treated with 5-aza-dC sensitizer; scaled so ellipticine positive control = 100% | AID 743238, 2013 | 0.055% of 360,000 active | activation, % at 7.58 µM;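 active = mean normalized replicate activation at least 10% and every replicate at or above 10%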;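 note: 0% = median of on-plate neutral control wells and 100% = ellipticine 6 µM median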
#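 Assay system – SV40-immortalized XiGFP fibroblast cells, line 68-5-11 · Buffer or medium – DMEM supplemented with 5-aza-dC as sensitizing agent · Dosing – one concentration, pinned · Benchmarks – positive control ellipticine, 6 µM final · Times – 3 days compound exposure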
# PGC1a acetyl inh: inhibitors of PGC1a acetylation signal, primary screen, cell-based, U2OS, AlphaScreen, inhibitor mode. AlphaScreen anti-acetyl-lysine; with virally co-expressed GCN5 acetyltransferase. inhibition, % at 15.6 µM. 0.17% of 350,000 active. AID 651687, 2012;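 active = every replicate shows inhibition of at least 40%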;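 note: 0% = neutral control wells and 100% = positive control wells; some results beyond the cut were filed as inactive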
# Statin myotox sup: suppressors of statin myotoxicity in C2C12 myotubes, primary screen, cell-based, single point, plate reader | C2C12 myotubes + simvastatin, ATP luminescence, 48 h; scaled: DMSO 0, geranylgeraniol control 100 | rescue of ATP level, % at 7.49 µM | 0.78% of 330,000 active;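 active = mean ATP rescue above about 67%, or every replicate alone reaching that limit, limit read from the data, passing the limit was not always enough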;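 note: myotubes were challenged with 10 µM simvastatin during compound exposure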
# * marks the source's active call; other numbers are inactive results; / = not tested or not shown; & = joins results of further samples. This is a subset; rates above refer to the full screens.
SMILES,Cneo AK release,ERAP1 HTS inh,LGR2 antag,SIRT5 inh,S100A4 MyoIIA,XiGFP reactiv,PGC1a acetyl inh,Statin myotox sup
Cc1[nH]c2ccccc2c1C(=O)CN1C(=O)C(=O)N(C2CCCC2)C1=O,4,1,/,-1,-1,0.0,4,2
Cn1c2c(c(=O)c3ccccc31)CCCC2,1,-3,-17,-5,-2,0.2,9,-6
O=C(CCN1C(=O)c2ccccc2S1(=O)=O)N1CCN(c2ccccc2F)CC1,3,2,-25,2,-2,0.1,/,-4
N=c1n(CCN2CCCCC2)c2ccccc2n1CC(=O)c1cccc([N+](=O)[O-])c1,2,1,4,0,-10,-0.1,-12,15
O=C(C=Cc1ccc(Cl)s1)c1ccc(Cl)s1,1,1,-28,1,7,0.0,-1,-3
COc1ccccc1-c1cnc2c(c1)C(=O)N([C@H](C)CO)C[C@@H](C)[C@@H](CN(C)Cc1cccc(F)c1)O2,-1,-2,-3,2,8,-0.3,-13,9
CCCNC(=O)Nc1ccc2c(c1)C(=O)N(C)C[C@H](OC)[C@H](C)CN(CCC(F)(F)F)[C@@H](C)CO2,/,/,-9,/,/,0.3,2,24
NC(=S)Nc1ccc(F)c(F)c1F,/,-7,2,-5,-23,0.1,/,/
C=CCNc1ncnc2c1ncn2[C@H]1CN(C2CCCC2)C[C@@H](CO)O1,-1,-2,-1,3,-2,0.0,-9,10
CSc1ncccc1C(=O)Nc1nc2c(C)cccc2s1,/,-1,18,0,-1,0.0,/,/
O=C(Nc1cccc(Cl)c1)N[C@H]1CC[C@@H](CCNC(=O)C2CCC2)O[C@H]1CO,0,5,8,4,2,-0.2,-8,4
O=C(Nc1ccccc1)C1=C[C@H](c2ccc(Br)cc2)C[C@H](OCc2ccc(CO)cc2)O1,-10&-2,4&6,10,0&0,7&-18,0.0,-16&-12,-1

# Quoted at random: 2 entries already listed, in no set order.
SMILES,Cneo AK release,ERAP1 HTS inh,LGR2 antag,SIRT5 inh,S100A4 MyoIIA,XiGFP reactiv,PGC1a acetyl inh,Statin myotox sup
Cn1c2c(c(=O)c3ccccc31)CCCC2,1,-3,-17,-5,-2,0.2,9,-6
CCCNC(=O)Nc1ccc2c(c1)C(=O)N(C)C[C@H](OC)[C@H](C)CN(CCC(F)(F)F)[C@@H](C)CO2,/,/,-9,/,/,0.3,2,24

# Additional entries follow:
SMILES,Cneo AK release,ERAP1 HTS inh,LGR2 antag,SIRT5 inh,S100A4 MyoIIA,XiGFP reactiv,PGC1a acetyl inh,Statin myotox sup
C[C@@H](NC(=O)C[C@H]1C=C[C@H](NC(=O)C2CCOCC2)[C@H](CO)O1)c1ccccc1,0,4,8,3,3,0.3,-2,2
CCc1ccc(OCC2Cn3c(nc4c3c(=O)[nH]c(=O)n4C)O2)cc1 (configuration not stated),1,0,3,1,-8,0.0,-5,0
Cc1ccc(/C(N)=N/OC(=O)COc2ccc(Cl)c(C)c2)cc1,0,0,1,-8,-2,0.1,-10,2
Cc1ccc(N(CC(=O)NC(C)(C)C)C(=O)CCC(=O)Nc2nccs2)cc1C,3,-1,6,-6,3,0.1,-9,-14
Cc1cc(-c2nc3ncccc3o2)ccc1NC(=O)CC(C)C,1,2,9,-7,7,0.0,8,-4
C[C@H](CO)N1C[C@H](C)[C@H](CN(C)Cc2ccc(Cl)c(Cl)c2)Oc2c(NC(=O)Nc3ccccc3)cccc2C1=O,90*,3,3,-1,0,-1.0,-7,22
Cc1ccc(CNC(=O)Cn2cccc2)cc1,-1,-2,-23,-1,5,0.3,/,10
COC(=O)[C@@H]1[C@@H](CO)[C@@H]2Cn3c(ccc(-c4ccc(OC)cc4)c3=O)[C@@H]2N1S(C)(=O)=O,1,-2,-10,-53,3,0.1,-6,3
COc1cc(C(=O)N(Cc2ccccc2)c2cccc(C)c2)ccc1OC(F)F,-1,-3,1,-5,-3,0.1,/,-2
O=C(Cc1ccccc1)N1C[C@@H]2[C@H](c3ccccc31)[C@H](CO)N2C(=O)C1CCOCC1,2,/,6,/,/,0.1,-2,-5
COc1ccccc1CN1C[C@@H]2N[C@H](C1)C2c1ccc(-c2ccc(C(=O)N(C)C)cc2)cc1 (some centres not stated),/,-4,2,3,35,0.0,-4,/
CN1C[C@@H]2[C@H](c3ccccc31)[C@H](CO)N2C(=O)C1CC1,-2,2,3,4,7,0.0,5,-11
COc1ccc(C#Cc2cnc3c(c2)C(=O)N([C@H](C)CO)C[C@H](C)[C@H](CN(C)Cc2cccc(C)c2)O3)cc1OC,-4,1,13,7,-2,0.1,-40,/
Cc1csc(CNc2ncnc3ccc(-c4cccnc4)cc23)c1,-1,0,-7,-8,1,0.1,2,-34
Cc1nnc(SC(C)C(=O)NC2CCCCC2)[nH]c1=O (configuration not stated),2,2,-25,-1,-2,0.0,16,-13
COc1ccc(NC(C)=O)cc1NC(=O)c1ccc(C#N)cc1,0,-1,9,-2,-9,0.0,/,2
CCOc1ccc(C(=O)CCC(=O)Nc2ccccc2C)cc1,0,-4,-9,/,2,0.4,/,-12
COc1ccc(C(CNC(=O)c2ccc(NS(=O)(=O)c3ccc(F)c(C)c3)cc2)N2CCCC2)cc1 (configuration not stated),4,2,9,-1,-6,0.4,-5,-6
O=C(O)COc1c(Cl)cc(/C=C2\NC(=O)NC2=O)cc1Br,/,15,0,2,2,0.2,/,/
Cc1[nH]c2ccccc2c1CC#N,2,0,1,2,-2,0.1,9,/

# Copied from the listing for reference:
SMILES,Cneo AK release,ERAP1 HTS inh,LGR2 antag,SIRT5 inh,S100A4 MyoIIA,XiGFP reactiv,PGC1a acetyl inh,Statin myotox sup
Cc1ccc(/C(N)=N/OC(=O)COc2ccc(Cl)c(C)c2)cc1,0,0,1,-8,-2,0.1,-10,2
Cc1ccc(N(CC(=O)NC(C)(C)C)C(=O)CCC(=O)Nc2nccs2)cc1C,3,-1,6,-6,3,0.1,-9,-14
Cc1cc(-c2nc3ncccc3o2)ccc1NC(=O)CC(C)C,1,2,9,-7,7,0.0,8,-4
C[C@H](CO)N1C[C@H](C)[C@H](CN(C)Cc2ccc(Cl)c(Cl)c2)Oc2c(NC(=O)Nc3ccccc3)cccc2C1=O,90*,3,3,-1,0,-1.0,-7,22
Cc1ccc(CNC(=O)Cn2cccc2)cc1,-1,-2,-23,-1,5,0.3,/,10
COC(=O)[C@@H]1[C@@H](CO)[C@@H]2Cn3c(ccc(-c4ccc(OC)cc4)c3=O)[C@@H]2N1S(C)(=O)=O,1,-2,-10,-53,3,0.1,-6,3
COc1cc(C(=O)N(Cc2ccccc2)c2cccc(C)c2)ccc1OC(F)F,-1,-3,1,-5,-3,0.1,/,-2
O=C(Cc1ccccc1)N1C[C@@H]2[C@H](c3ccccc31)[C@H](CO)N2C(=O)C1CCOCC1,2,/,6,/,/,0.1,-2,-5
COc1ccccc1CN1C[C@@H]2N[C@H](C1)C2c1ccc(-c2ccc(C(=O)N(C)C)cc2)cc1 (some centres not stated),/,-4,2,3,35,0.0,-4,/
CN1C[C@@H]2[C@H](c3ccccc31)[C@H](CO)N2C(=O)C1CC1,-2,2,3,4,7,0.0,5,-11
COc1ccc(C#Cc2cnc3c(c2)C(=O)N([C@H](C)CO)C[C@H](C)[C@H](CN(C)Cc2cccc(C)c2)O3)cc1OC,-4,1,13,7,-2,0.1,-40,/
Cc1csc(CNc2ncnc3ccc(-c4cccnc4)cc23)c1,-1,0,-7,-8,1,0.1,2,-34
Cc1nnc(SC(C)C(=O)NC2CCCCC2)[nH]c1=O (configuration not stated),2,2,-25,-1,-2,0.0,16,-13
COc1ccc(NC(C)=O)cc1NC(=O)c1ccc(C#N)cc1,0,-1,9,-2,-9,0.0,/,2
CCOc1ccc(C(=O)CCC(=O)Nc2ccccc2C)cc1,0,-4,-9,/,2,0.4,/,-12
COc1ccc(C(CNC(=O)c2ccc(NS(=O)(=O)c3ccc(F)c(C)c3)cc2)N2CCCC2)cc1 (configuration not stated),4,2,9,-1,-6,0.4,-5,-6

# Screening data deposited in PubChem by Broad Institute.
